Source: PubChem
TEAD-YAP inh: TEAD-YAP interaction inhibition. AID 1259422. inhibition, % at 9.12 µM. HEK-TIYL cells, TEAD-Gal4/YAP UAS-luciferase luminescence. 640,000 tested, 1.4% active; in the data active means inhibition above about 32%;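 further: 0% = median of test compound wells and 100% = reference inhibitor wells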
MITF primary: blocks human microphthalmia-associated transcription factor | 650,000 tested, 0.91% active | AID 1259374 | inhibition, % at 2.6 µM | AlphaScreen MITF homodimerization, bead proximity signal; in the data active means inhibition above about 50%;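 further: 0% = vehicle wells with protein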
Target sequence (O75030 whole entry, looked up): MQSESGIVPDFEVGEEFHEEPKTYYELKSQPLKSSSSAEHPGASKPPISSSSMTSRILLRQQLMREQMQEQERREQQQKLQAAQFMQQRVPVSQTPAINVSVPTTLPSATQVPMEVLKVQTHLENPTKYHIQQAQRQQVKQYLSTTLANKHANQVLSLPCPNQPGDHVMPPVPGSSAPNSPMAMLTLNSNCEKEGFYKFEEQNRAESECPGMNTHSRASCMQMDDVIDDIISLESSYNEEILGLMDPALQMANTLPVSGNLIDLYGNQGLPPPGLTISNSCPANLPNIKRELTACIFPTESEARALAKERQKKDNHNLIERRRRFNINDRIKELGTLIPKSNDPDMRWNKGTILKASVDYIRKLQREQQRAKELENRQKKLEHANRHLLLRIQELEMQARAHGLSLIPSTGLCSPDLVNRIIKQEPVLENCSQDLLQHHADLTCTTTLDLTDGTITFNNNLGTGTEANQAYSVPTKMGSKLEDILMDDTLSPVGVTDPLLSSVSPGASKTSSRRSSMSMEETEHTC
GPR151 ag: human GPR151 activation. 650,000 tested, 1% active. Q8TDV0. PathHunter beta-arrestin GPR151 cells, luminescence. activation, % at 11.2 µM; in the data active means activation above about 4.9%;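 further: 0% = median of compound wells and 100% = cells with positive control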
Target sequence (Q8TDV0 whole entry, looked up): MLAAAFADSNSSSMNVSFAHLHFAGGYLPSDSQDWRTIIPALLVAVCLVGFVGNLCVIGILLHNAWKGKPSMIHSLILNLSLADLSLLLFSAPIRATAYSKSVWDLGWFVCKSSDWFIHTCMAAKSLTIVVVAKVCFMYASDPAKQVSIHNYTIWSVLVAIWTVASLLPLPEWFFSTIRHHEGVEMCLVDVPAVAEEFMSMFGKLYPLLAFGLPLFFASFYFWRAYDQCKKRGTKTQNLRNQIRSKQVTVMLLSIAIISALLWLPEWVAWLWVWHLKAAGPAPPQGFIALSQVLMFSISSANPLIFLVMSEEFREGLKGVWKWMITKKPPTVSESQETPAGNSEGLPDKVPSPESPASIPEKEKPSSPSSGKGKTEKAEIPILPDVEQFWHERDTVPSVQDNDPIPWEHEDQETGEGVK
FBW7 activator: activators of human E3 ligase FBW7 | AlphaScreen FBW7–phospho-cyclin E peptide binding, activator screen | normalized activity (activation), % at 26.1 µM | 650,000 tested, 0.13% active; in the data active means normalized activity above about 1.9%;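 further: purified mutant Fbw7 with reduced substrate affinity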
* = called active by the depositor.

SMILES	TEAD-YAP inh	MITF primary	GPR151 ag	FBW7 activator
O=C1N[C@@H](Cc2cnc[nH]2)C(=O)N2CCN(Cc3ccc(Cl)s3)C[C@H]12	0.5	14.2	-1.3	0.8
O=C(N/N=C/c1ccncc1)C12CC3CC(CC(C3)C1)C2	-17.9	5.2	-0.8	0.3
CCCCN1C(C)=CC(=C2C(=O)c3ccccc3C2=O)C=C1C	55.8*	5.2	-3.1	0.3
CCOC(=O)c1c(N)sn(-c2ccccc2)c1=S	-6.9	-4.6	1.2	-0.2
CC(=O)c1ccc(-n2c(C)c(C(C)=O)c3cc(O)ccc32)cc1	6.1	20.4	1.7	0.6
CCCn1c(SCC(N)=O)nnc1-c1ccco1	-8.0	5.0	1.8	-0.1
COc1ccc(S(=O)(=O)NCC2CCC(C(=O)N3CCC4(CC3)OCCO4)CC2)cc1 (centres undefined)	12.4	4.0	-2.9	0.1
Oc1ccc(CCNc2nc(Nc3ccc(N4CCOCC4)cc3)nc3c2ncn3Cc2ccc(C(F)(F)F)cc2)cc1	2.3	19.0	-2.7	0.2
CCCCN(C)C(=O)CC(NS(=O)(=O)c1ccc(NC(C)=O)cc1)C(C)C (centres undefined)	7.0	-10.9	0.5	0.0
COc1cccc(NC(=O)CSc2nnc(-c3c[nH]c4ccccc34)n2C)c1	9.6	9.1	1.1	-0.1
O=C(Cc1ccccc1)Oc1cccc(N2C(=O)C3CCCCC3C2=O)c1 (centres undefined)	6.7	-6.1	-1.5	0.0
Cc1cc2nc(-c3ccc(NC(=O)c4sc5ccccc5c4Cl)cc3)oc2cc1C	-3.8	0.0	0.0	0.0
COc1ccc(CCN(C)C2CCCN(C(=O)Nc3ccc4c(c3)OCO4)C2)cc1OC (centres undefined)	-9.5	-1.2	-0.6	-0.1
Nc1nc(SCC(=O)Nc2ccc(Cl)cn2)n[nH]1	-5.0	-12.1	-1.2	0.6
COc1ccc(-c2cc(C3CC3)nc(SCC#N)c2C#N)cc1	-1.5	-5.9	-1.1	0.1
CC(=O)Oc1ccc(C2(C)CC(C)(C)NC(=S)N2c2cccc(C(F)(F)F)c2)c(OC(C)=O)c1 (centres undefined)	0.6	-0.6	0.4	-0.2
Cn1c(=O)c2c(nc3n(CCN4CCOCC4)c(-c4ccccc4)cn23)n(C)c1=O	-3.6	16.2	-0.5	0.2
COc1ccc(/C=C/C(=O)NCC2(c3ccccc3)CCCC2)cc1	5.2	-5.5	2.5	-0.1
CN(Cc1ncc[nH]1)Cc1c(C(=O)N2CCN(C3CCCCC3)CC2)nc2ccccn12	15.4	-4.4	-0.2	0.0
CCSc1nc2sccn2c(=O)c1C(=O)Nc1ccc(C(C)(C)C)cc1	-9.5	1.1	1.4	-0.3
O=c1[nH]c2ccc(S(=O)(=O)Nc3ccc(OC(F)(F)F)cc3)cc2o1	-5.4	-3.7	-0.9	-0.1
O=C(N/N=C/c1ccncc1)c1ccccc1OCc1ccc(Br)cc1	5.6	4.6	-1.3	0.0
O=C(O)CCC(=O)NCCn1c(-c2ccccc2)csc1=Nc1ccccc1	-8.2	-5.5	-1.2	0.1
CCCC(=O)C1=C(c2ccc(Cl)cc2)N(C(=O)CCC)n2cnnc2S1	13.8	6.5	-1.7	-1.3
CS(=O)(=O)N1CCC(C(=O)Nc2cccc(C(F)(F)F)c2)CC1	-2.2	2.3	-0.7	0.3
Cc1onc(-c2ccccc2Cl)c1C(=O)Nc1ccc2c(c1)Cc1ccccc1-2	3.9	10.4	0.4	0.0
O/N=C\c1cccn1-c1ccc(Br)cc1	0.8	-5.2	0.0	-0.2
O=C(CSc1cccc[n+]1[O-])Nc1ncc(C(F)(F)F)cc1Cl	2.8	-42.3	1.1	-0.1
CC1CCc2c(sc3ncn4c(=O)n(CC(=O)N5CC(C)OC(C)C5)nc4c23)C1 (centres undefined)	8.2	6.2	0.0	0.2
CCN(Cc1ccccc1)c1ccc(/C=N/O)cc1	5.2	0.8	4.0	-0.3
COc1cc(/C=C(\NC(=O)c2ccccc2)C(=O)Nc2ccc(C)cc2Br)cc(OC)c1OC	3.5	3.5	-1.4	-0.1
O=S(=O)(NCc1csc(-c2cccs2)n1)c1ccc2c(c1)OCCCO2	3.8	17.2	-1.4	0.1
CC(=O)c1cccc(NC(=O)Cn2nc(C(F)(F)F)c(Cl)c2C)c1	2.2	17.7	1.3	0.3
CC/C(=N\NS(=O)(=O)c1ccc(C)cc1)c1ccc(OC)cc1	1.4	18.1	-2.2	0.3
CC(CCc1ccccc1)NC(=O)CN(Cc1ccco1)S(=O)(=O)c1ccccc1F (centres undefined)	-1.9	5.8	-1.1	-0.1
N=C1S/C(=C\c2ccc(OCc3ccccc3F)cc2)C(=O)N1c1ccc(OC(F)(F)F)cc1	0.6	-106.8	0.2	0.1
O=C(Nc1cccc(Cl)c1)c1ccc(CNc2c(N3CCCCC3)c(=O)c2=O)cc1	-7.0	8.2	-1.2	0.2
Fc1ccc(CNc2ccc3ncc(-c4ccoc4)n3n2)cc1	3.7	-20.9	-0.7	0.4
Cc1c(NC(=O)c2ccc(N(Cc3ccc(Cl)cc3)S(C)(=O)=O)cc2)c(=O)n(-c2ccccc2)n1C	-5.5	-2.6	0.2	-0.1
c1nc(NC2CCCCC2)c2c3c(sc2n1)CCC3	-18.3	3.7	1.0	-0.2
COc1cccc(C(=O)NCc2n[nH]c(=S)n2-c2cccc(Cl)c2)c1	-4.0	8.9	0.3	-0.2
CCn1cc(S(=O)(=O)c2ccc(C)cc2)c(=O)c2cc(F)ccc21	-6.2	1.6	-1.0	-0.1
OCCNc1nc(N2CCOCC2)nc2c1ncn2C1CCCCC1	3.8	-8.0	1.1	-0.1
COc1ccc(-c2nn(C3CC(=O)C4OCC3O4)c(=S)n2-c2ccccc2)cc1 (centres undefined)	5.5	-4.0	0.3	0.2
COc1ccc(C(C)=O)cc1CSC(=N)N	-2.0	2.2	0.0	0.1
O=C1C(=O)N(Cc2ccc(Cl)c(Cl)c2)c2ccc([N+](=O)[O-])cc21	8.5	-4.0	2.2	0.0
O=C(c1cc(Cl)ccc1Cl)N1CCN(CC(O)c2cccs2)CC1 (centres undefined)	-8.8	2.0	-1.4	0.2
CC1CCCCN1S(=O)(=O)c1ccc(NC(=O)c2cccs2)cc1 (centres undefined)	9.3	12.1	-0.2	0.6
Cn1c(=O)[nH]c(=O)c2c1nc(NCc1ccccc1)n2Cc1cccc2ccccc12	9.0	4.3	-0.7	0.1
O=C(CN1C(=O)NC2(CCCC2)C1=O)Nc1ccc(S(=O)(=O)N2CCOCC2)cc1	5.5	8.8	0.7	0.4

Remaining list, next part:
SMILES	TEAD-YAP inh	MITF primary	GPR151 ag	FBW7 activator
Cc1cc(=O)n2[nH]c(NCc3ccc(OCc4ccccc4)cc3)nc2n1	-2.9	10.6	-0.9	0.1
CCOC(=O)C(Cc1ccc(N)cc1)N1C(=O)c2ccccc2C1=O (centres undefined)	-4.3	5.6	3.0	-0.1
Cc1cc(C)c2c(NCc3ccccc3F)n[nH]c2n1	-16.5	0.0	0.9	-0.2
COCC(=O)NC(c1nnc2n1CCN(Cc1cccc(OCCO)c1)CC2)C(C)C (centres undefined)	11.4	-2.9	-0.4	0.1
Cc1ccc(NC(=O)c2oc(=O)c3ccccc3c2-c2ccccc2)cc1F	-3.8	7.5	0.2	-0.1
O=C(c1cc2cc(Br)cc(Br)c2oc1=O)N1CCSC1c1ccccc1 (centres undefined)	-6.0	3.2	-0.2	0.0
O=C(CCc1nnc(COc2ccccc2)o1)NC1(c2ccccc2)CC1	13.8	9.0	-0.1	0.2
O=C1C2C3C=CC(C3)C2C(=O)N1c1ccc(Cl)cc1O (centres undefined)	2.3	-16.9	-2.4	0.1
COc1cccc(-c2nc(-c3ccc(NC(=O)c4cccs4)cc3)no2)c1	-42.0	5.0	-0.1	0.1
O=C(Nc1ccc(Cl)cc1)c1cc2n(n1)C(C(F)(F)F)CC(c1ccccc1)N2 (centres undefined)	-6.0	9.0	-1.3	0.3
C=CCn1c(N)cc(=O)nc1SC(C)C(=O)Nc1cccc2ccccc12 (centres undefined)	-0.6	1.1	0.3	-0.1
CCCNC(=O)Cn1cnc2sc(C(=O)Nc3ccc(OC)c(OC)c3)c(C)c2c1=O	0.3	6.5	0.0	0.1
COc1cccc(NC(=O)Cn2cnc3c2c(=O)n(C)c(=O)n3C)c1	-0.3	4.2	0.5	0.0
COc1ccc(S(=O)(=O)Nc2ccccc2C(=O)NC(C)c2ccccc2)cc1C (centres undefined)	4.0	6.3	-1.6	0.9
Cc1cccnc1CNC(=O)CCc1nnc(-c2ccccc2)o1	-6.8	2.3	1.7	-0.1
O=C(NCCCO)C1CCCN(S(=O)(=O)c2ccc(F)cc2)C1 (centres undefined)	-1.7	-3.8	0.5	0.0
O=C1C(Nc2ccc(F)cc2)=C(N2CCOCC2)C(=O)c2ccccc21	-21.9	14.8	-0.8	-0.1
Cc1ccc(OCCOCCNC(C)(C)C)c([N+](=O)[O-])c1	2.1	29.6	-0.5	-0.2
O=C(Nc1ccc(Oc2ccccc2)cc1)c1cnc(Nc2ncccn2)s1	4.7	-0.8	-1.0	0.3
CN1CCN(C(CNS(=O)(=O)c2ccc(Cl)cc2)c2ccc(N(C)C)cc2)CC1 (centres undefined)	-11.4	11.9	-0.8	-0.1
CC(=O)C1=C(O)C(=O)N(CCN2CCOCC2)C1c1ccc(O)cc1 (centres undefined)	-0.5	1.6	1.5	-0.1

In the list so far, 15 contain a Cl atom:
SMILES	TEAD-YAP inh	MITF primary	GPR151 ag	FBW7 activator
O=C1N[C@@H](Cc2cnc[nH]2)C(=O)N2CCN(Cc3ccc(Cl)s3)C[C@H]12	0.5	14.2	-1.3	0.8
Cc1cc2nc(-c3ccc(NC(=O)c4sc5ccccc5c4Cl)cc3)oc2cc1C	-3.8	0.0	0.0	0.0
Nc1nc(SCC(=O)Nc2ccc(Cl)cn2)n[nH]1	-5.0	-12.1	-1.2	0.6
CCCC(=O)C1=C(c2ccc(Cl)cc2)N(C(=O)CCC)n2cnnc2S1	13.8	6.5	-1.7	-1.3
Cc1onc(-c2ccccc2Cl)c1C(=O)Nc1ccc2c(c1)Cc1ccccc1-2	3.9	10.4	0.4	0.0
O=C(CSc1cccc[n+]1[O-])Nc1ncc(C(F)(F)F)cc1Cl	2.8	-42.3	1.1	-0.1
CC(=O)c1cccc(NC(=O)Cn2nc(C(F)(F)F)c(Cl)c2C)c1	2.2	17.7	1.3	0.3
O=C(Nc1cccc(Cl)c1)c1ccc(CNc2c(N3CCCCC3)c(=O)c2=O)cc1	-7.0	8.2	-1.2	0.2
Cc1c(NC(=O)c2ccc(N(Cc3ccc(Cl)cc3)S(C)(=O)=O)cc2)c(=O)n(-c2ccccc2)n1C	-5.5	-2.6	0.2	-0.1
COc1cccc(C(=O)NCc2n[nH]c(=S)n2-c2cccc(Cl)c2)c1	-4.0	8.9	0.3	-0.2
O=C1C(=O)N(Cc2ccc(Cl)c(Cl)c2)c2ccc([N+](=O)[O-])cc21	8.5	-4.0	2.2	0.0
O=C(c1cc(Cl)ccc1Cl)N1CCN(CC(O)c2cccs2)CC1 (centres undefined)	-8.8	2.0	-1.4	0.2
O=C1C2C3C=CC(C3)C2C(=O)N1c1ccc(Cl)cc1O (centres undefined)	2.3	-16.9	-2.4	0.1
O=C(Nc1ccc(Cl)cc1)c1cc2n(n1)C(C(F)(F)F)CC(c1ccccc1)N2 (centres undefined)	-6.0	9.0	-1.3	0.3
CN1CCN(C(CNS(=O)(=O)c2ccc(Cl)cc2)c2ccc(N(C)C)cc2)CC1 (centres undefined)	-11.4	11.9	-0.8	-0.1
